JMJD2A Tudor inh – JMJD2A Tudor domain (human) inhibition; O75164; AlphaScreen JMJD2A-Tudor / H3K4me3 peptide binding; Potency, µM (series often up to 114 µM), for inactives: top-dose activity change, negative = inhibition, hits mostly inhibitors; 4.4% of 390,000 active; also: % is scaled to controls: 0 for no effect and ±100 for the full control effect; nearly all actives have a fitted effect of over 50% in size
APEX1 inh – inhibitors of human APE1 endonuclease | P27695 | recombinant APE1, TAMRA/BHQ-2 abasic DNA cleavage fluorescence | Potency, µM (highest dose often 65.8 µM), for the others: at the highest dose activity change, negative = inhibition, actives largely listed as inhibitors | 0.35% of 350,000 active;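 also: plate controls were vehicle for no effect and reference inhibitor for full effect; nearly all actives have a fitted effect of over 55% in size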
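Readout is kinetic fluorescence (ex 525, em 598 nm) from cleavage of 50 nM TAMRA/BHQ-2 THF abasic duplex by 0.75 nM APE1, compound added 15 min beforehand at RT.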
Pol kappa inh – DNA polymerase kappa (human) inhibition; purified Pol kappa, fluorescent DNA synthesis assay, 10 min; 0.53% of 400,000 active; Potency, µM (titrated, usually from 107 µM), for inactives: at the highest dose activity, negative = inhibition, usual class: inhibitors; also: % is scaled to controls: 0 for no effect and ±100 for the full control effect
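Readout: fluorescence, taken kinetically at 0 and 10 min. Conditions: 10 nM Pol kappa, 15 min RT compound preincubation, 50 nM substrate final. Controls: enzyme-free buffer wells.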
BAZ2B block – blocks human BAZ2B | Q9UIF8 | AlphaScreen BAZ2B-H3K14Ac peptide displacement | Potency, µM (top dose mostly 114 µM), for inactives: top-dose activity change, negative = inhibition, most hits filed as inhibitors | 4.4% of 360,000 active; also: % is scaled to controls: 0 for no effect and ±100 for the full control effect; nearly all actives have a fitted effect of over 60% in size
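Protein-peptide AlphaScreen: BAZ2B 50 nM, b-H3K14Ac 50 nM, 1x PBS pH 7.4 + 0.01% Tween-20. Preincubation 30 min RT; cpd 30 min RT (top 110 uM); beads 20 min RT, light-protected.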
POLH inh – blocks human DNA polymerase eta activity | Q9Y253 | Potency, µM (highest dose often 114 µM), inactives show at the highest dose activity change, negative = inhibition, hits mostly inhibitors | AID 588591 | 1.2% of 390,000 active | recombinant Pol eta, fluorescent DNA replication assay; also: % is scaled to controls: 0 for no effect and ±100 for the full control effect
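Fluorescent replication assay: 50 nM final substrate added after a 15 min room-temperature compound preincubation with 10 nM enzyme. Signal taken at 0 min and again at 10 min.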
BLM inh – blocks DNA unwinding by human BLM helicase | recombinant BLM DNA unwinding, fluorescence dequenching | Potency, µM (highest dose often 56.1 µM), without a hit: at the top dose activity change, negative = inhibition, actives largely listed as inhibitors | 0.2% of 350,000 active | AID 2528;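 also: plate controls were vehicle for no effect and no enzyme for full effect; nearly all actives have a fitted effect of over 35% in size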
Target sequence (P54132 whole entry, looked up): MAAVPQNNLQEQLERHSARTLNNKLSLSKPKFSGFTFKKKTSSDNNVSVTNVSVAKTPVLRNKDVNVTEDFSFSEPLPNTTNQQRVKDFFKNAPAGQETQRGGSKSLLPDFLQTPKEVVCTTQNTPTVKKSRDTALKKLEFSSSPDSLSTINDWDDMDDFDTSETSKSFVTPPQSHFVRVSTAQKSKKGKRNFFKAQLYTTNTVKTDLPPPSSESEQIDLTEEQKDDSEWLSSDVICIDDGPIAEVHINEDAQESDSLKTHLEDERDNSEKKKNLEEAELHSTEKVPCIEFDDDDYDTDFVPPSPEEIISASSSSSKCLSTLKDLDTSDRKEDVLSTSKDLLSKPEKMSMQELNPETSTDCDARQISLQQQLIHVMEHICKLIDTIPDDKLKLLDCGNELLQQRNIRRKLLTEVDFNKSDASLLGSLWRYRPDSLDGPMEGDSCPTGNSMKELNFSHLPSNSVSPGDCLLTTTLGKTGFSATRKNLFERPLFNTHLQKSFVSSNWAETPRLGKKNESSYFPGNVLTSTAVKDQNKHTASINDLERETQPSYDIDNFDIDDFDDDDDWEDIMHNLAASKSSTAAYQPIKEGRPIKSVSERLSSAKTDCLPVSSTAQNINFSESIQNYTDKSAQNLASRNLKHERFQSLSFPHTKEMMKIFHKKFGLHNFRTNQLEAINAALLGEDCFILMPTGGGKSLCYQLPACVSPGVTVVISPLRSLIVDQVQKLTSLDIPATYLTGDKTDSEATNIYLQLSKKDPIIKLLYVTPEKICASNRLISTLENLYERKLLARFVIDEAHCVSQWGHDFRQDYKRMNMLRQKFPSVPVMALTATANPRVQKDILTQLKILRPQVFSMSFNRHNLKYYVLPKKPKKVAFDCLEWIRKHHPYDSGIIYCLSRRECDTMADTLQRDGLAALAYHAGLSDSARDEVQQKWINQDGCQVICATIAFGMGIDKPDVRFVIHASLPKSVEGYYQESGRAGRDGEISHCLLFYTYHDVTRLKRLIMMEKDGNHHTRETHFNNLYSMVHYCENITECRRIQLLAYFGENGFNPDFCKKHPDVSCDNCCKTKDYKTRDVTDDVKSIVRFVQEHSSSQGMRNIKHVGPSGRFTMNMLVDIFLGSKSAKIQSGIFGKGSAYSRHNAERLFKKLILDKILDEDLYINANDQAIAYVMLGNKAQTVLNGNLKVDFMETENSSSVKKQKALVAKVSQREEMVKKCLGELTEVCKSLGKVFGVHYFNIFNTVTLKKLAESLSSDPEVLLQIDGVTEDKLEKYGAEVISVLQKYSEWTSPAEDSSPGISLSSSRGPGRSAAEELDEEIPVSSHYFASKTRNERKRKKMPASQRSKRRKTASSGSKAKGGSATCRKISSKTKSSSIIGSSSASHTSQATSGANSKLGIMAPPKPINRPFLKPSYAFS
POLB inh – inhibitors of human DNA polymerase beta | Potency, µM (series often up to 114 µM), for inactives: top-dose activity change, negative = inhibition, most hits filed as inhibitors | Pol beta primer extension/strand displacement, fluorescence kinetic | AID 485314 | P06746 | 1.3% of 340,000 active; also: % is scaled to controls: 0 for no effect and ±100 for the full control effect
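Curves were derived by four-parameter Hill fits of normalized qHTS data. The kinetic fluorescent primer-extension read was taken at 0 and 10 min after 50 nM substrate, following a 15 min room-temperature preincubation of 10 nM enzyme with compounds.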
G9a block – blocks human histone lysine methyltransferase G9a. AID 504332. 8.8% of 350,000 active. Potency, µM (series often up to 102 µM), for the others: top-dose activity, negative = inhibition, usual class: inhibitors. G9a H3K9 monomethylation, AlphaScreen, 2 h; also: % is scaled to controls: 0 for no effect and ±100 for the full control effect; nearly all actives have a fitted effect of over 75% in size
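Quantitative HTS format: methyltransferase activity on a biotin-tagged H3K9 peptide is measured by AlphaScreen, using a rabbit anti-monomethyl-H3K9 antibody with streptavidin donor and anti-IgG acceptor beads. Final levels are 20 nM enzyme, 500 nM peptide, 20 uM SAM; 2 h RT.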
POLI inh – inhibitors of human DNA polymerase iota | Potency, µM (doses to about 115 µM), inactives show at the top dose activity, negative = inhibition, hits mostly inhibitors | 1% of 390,000 active | Q9UNA4 | Pol iota fluorescent replication assay, 10 min
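Pol iota at 10 nM preincubated 15 min with compounds at room temperature; reaction started with fluorescent substrate, 50 nM final. Fluorescence read kinetically at 0 and 10 min; buffer-only wells as negative control.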
Numbers without * were called inactive; ? = inconclusive; · = no result given; [ ] = dose if it differs, or a comment. Calls follow the shape of the dose curve; as a rule, active = well fitted curve in the direction sought with a large enough effect; inconclusive = small, poorly fitted or top-dose-only effect, or another doubt; inactive = no such curve, though single readings can be large; an effect the other way counts as inactive or inconclusive. Potency is read from the fitted curve at half-maximal effect.

SMILES	JMJD2A Tudor inh	APEX1 inh	Pol kappa inh	BAZ2B block	POLH inh	BLM inh	POLB inh	G9a block	POLI inh
Brc1ccc(Nc2nc(-c3cccnc3)cs2)cc1	-22%	15%	-2%	-15%	2%	1%	-2%	32µM*	62%[activator]
O=C(NC1CC2CCC(C1)N2C(=O)NC1CCCCC1)NC12CC3CC(CC(C3)C1)C2 (stereo not given)	-16%	1%	-10%	-2%	9%	3%	-10%	4%	20%
O=C(COc1ccccc1Cl)Nc1ccc(CN2CCCCC2)cc1	-18%	1%	-4%	-19%	0%	-3%	?	?	-5%
COc1ccc(CNC(=O)c2sc(=S)n(-c3ccc(OC)cc3)c2N)cc1	?	9%	-2%	?	-5%	-6%	41%	?	11%
Nc1c(C(=O)NCc2ccccc2)c2nc3ccccc3nc2n1CCCN1CCOCC1	30%	?	-5%	2%	-14%	-12%	-3%	30%	19%
COc1ccc(NC(=O)CSCC(=O)Nc2cccc3ncccc23)cc1	1%	-7%	1%	7%	-10%	·	·	-47%	31%[activator]
CC1=C(C(=O)Nc2cccnc2)C(c2ccc(Cl)cc2)n2nc(-c3ccccc3)nc2N1 (stereo not given)	1%	·	-12%	8%[57.1 µM]	-16%	-7%	1%	0%[59 µM]	-7%
CN(C)c1ccc(C(C(=O)NC(C)(C)C)N(C(=O)c2csnn2)C2CC2)cc1 (stereo not given)	-19%	0%	2%	-26%	-14%	-3%	-18%	?	13%
CCOc1cc(N2CCOCC2)c(OCC)cc1NC(=O)c1ccc(S(C)(=O)=O)cc1	-19%	-2%	-6%	-21%	-8%	-21%	1%	-7%[59 µM]	45%[activator]
CCc1ccc2occ(CC(=O)Nc3nnc(SC)s3)c2c1	0%	·	10%	-8%	-11%	-5%	-11%	0%[59 µM]	32%[activator]
Cc1ccc(/C=N/NS(=O)(=O)c2ccc([N+](=O)[O-])cc2)o1	-10%[57.1 µM]	?	-12%	-10%	-8%	1%	-13%	13%[59 µM]	1%
O=C(CN1CCN(C(=O)c2ccccc2)CC1)Nc1ncc(Br)cc1Br	-6%	-1%	-13%	12%	-5%	-1%	-18%	1%[12.7 µM]	14%
CCc1nnc(NC(=O)CN2C(=O)/C(=C/c3cc(OC)c(OC)c(OC)c3)SC2=S)s1	-20%	?	-11%	-27%	-17%	-5%	26%	7%[59 µM]	79%[activator]
CCc1ccc(NC(=O)CSCCO)cc1	-10%	16%	1%	4%	-16%	7%	31%	11%	21%
CCOC(=O)CSc1nc2ccccc2c(=O)n1C	4%	5%	-12%	4%	0%	1%	26%	-1%[59 µM]	-4%
COc1ccc(C2CC(c3ccccc3)=NN2C(=O)CSc2nccc(=O)[nH]2)cc1 (stereo not given)	-15%	2%	-4%	-29%	-14%	-5%	2%	-6%[59 µM]	50%[activator]
CCc1ccc(C(=O)NC(C(=O)O)C(C)C)cc1 (stereo not given)	22%	-5%	-4%	-5%	-7%	0%	12%	-8%	2%
COc1cc(NC(=O)CNc2cccc(S(=O)(=O)N3CCOCC3)c2)cc(OC)c1	-23%	4%	-8%	-10%	-1%	·	·	-29%	17%
COc1ccc(C(=O)NNC(=O)CCc2nc3ccccc3c(=O)[nH]2)cc1	-8%	43%	4%	·	-17%	·	·	·	-2%
Cn1c(=O)[nH]c(=O)c2c1nc(SCCN1CCOCC1)n2CCCc1ccccc1	-7%	10%	-3%	-2%	-7%	-1%	106%	3%	1%
CN(C(=O)COC(=O)C1CCN(S(=O)(=O)c2ccc3c(c2)OCCO3)CC1)C1CCCCC1	-10%	1%	-7%	-1%	-9%	·	·	5%[0.501 µM]	-6%
COc1ccc(CNC(=O)c2sc3nc[nH]c(=O)c3c2C)cc1	-6%	·	-8%[60.1 µM]	2%	13%	2%	1%	23%[59 µM]	1%
CCn1c(C)c(C)c2cc(C(=O)NCCc3ccc(C)cc3)ccc21	?	·	-3%	-30%	-8%	-8%	5%	?	5%
O=C(CSc1nc2ccccc2c(=O)n1-c1ccccc1)N1CCC1	-10%	0%	-3%	-18%	-21%	1%	2%	-5%	24%
CCOc1ccccc1N1CCN(C(=O)NCc2ccc(C)cc2)CC1	-9%	-3%	3%	7%	-17%	4%	2%	1%	48%[activator]

An excerpt from above in order of the APEX1 inh value, lowest first.
canonical_smiles	APEX1 inh
O=C(CN1CCN(C(=O)c2ccccc2)CC1)Nc1ncc(Br)cc1Br	-1%
Cn1c(=O)[nH]c(=O)c2c1nc(SCCN1CCOCC1)n2CCCc1ccccc1	10%
CCc1ccc(NC(=O)CSCCO)cc1	16%

(listing goes on)
SMILES	JMJD2A Tudor inh	APEX1 inh	Pol kappa inh	BAZ2B block	POLH inh	BLM inh	POLB inh	G9a block	POLI inh
CCC1Nc2ncnc(N3CCN(c4ccccc4)CC3)c2N(Cc2ccc(Cl)cc2)C1=O (stereo not given)	?	-6%	-12%	?	-15%	·	·	4%[2.33 µM]	?
CCOC(=O)N1CCN(CC(O)COc2cc(C)ccc2C(C)C)CC1 (stereo not given)	-15%	-6%	-10%	3%	-6%	4%	26%	-48%[59 µM]	15%
CC(=O)N(CCN(C)C)c1nc2cc3c(cc2s1)OCCO3	-9%	-5%	-34%	-8%	0%	84%[activator]	4%	·	21%
CC(C)OC(=O)CN1C(=O)c2ccccc2C1=O	-34%	3%	-6%	8%	-3%	1%	-12%	-2%[12.7 µM]	-12%
O=C(CN1C(=O)NC2(CCCC2)C1=O)N1CCN(S(=O)(=O)c2cccc(C(F)(F)F)c2)CC1	-4%	-6%	-12%	13%	-6%	·	·	20%[0.501 µM]	22%
Cc1ccc2c(=O)cc(C(=O)Nc3sc4c(c3C(=O)NCc3ccccc3)CCCC4)oc2c1C	-21%	·	18%	-10%	3%	1%	25%	-3%[59 µM]	-2%
CN1CCCC(OC(=O)c2ccc(C#N)cc2)C1 (stereo not given)	-8%	0%	-4%	3%	-6%	-1%	-2%	?	-9%
CCOc1ccc(C(=O)NCCN(C)C)cc1	-15%	-1%	0%	8%	6%	1%	-13%	5%[12.7 µM]	-10%[58.9 µM]
O=C1/C(=C\c2ccc(Cl)cc2)CCC1CNc1ccc(Cl)cc1 (stereo not given)	-25%	·	-8%	·	-1%	·	·	·	-2%
O=C(Nc1ccccc1)Nc1n[nH]c2nnc(-c3ccccc3)c(-c3ccccc3)c12	-28%	-21%	14%	-33%	-15%	-8%	17%	18%[12.7 µM]	17%
N#Cc1ccccc1COC(=O)c1ccc2c(c1)OCO2	26%	37%	11%	34%	-13%	·	·	7%[2.33 µM]	-3%
CN1C(=O)CSC1=Nc1ccc(Br)cc1	-5%	39%	-7%	-7%	-7%	2%	3%	53%[activator]	105%[activator]
CCNC(=O)c1c(NC(=O)Cc2coc3ccc(CC)cc23)sc2c1CCCC2	-19%	·	-16%	-14%	-18%	0%	2%	1%[59 µM]	4%
O=C(NCCO)c1cc2ccccc2c(=O)s1	2%	-7%	2%	-3%	2%	0%	27%	?	20%
O=C(NCCc1ccccc1)C(=O)NN=C1CCCC1	?	-3%	-3%	?	-7%	-2%	4%	3%	60%[activator]
CC1=CN2C(=N)/C(=C/c3ccc([N+](=O)[O-])o3)C(=O)N=C2S1	79µM*	?	32µM*	45µM*	4µM*	-18%	18µM*	?	16µM*
CCOC(=O)c1cc(NC(=O)Nc2ccccc2OC)c(C)nc1C	-2%	-1%	6%	-21%	-15%	-7%	?	2%[59 µM]	-11%
CN1CCN(C(=O)CC2(CC(=O)O)CCCC2)CC1	1%	1%	2%	·	-10%	1%	9%	0%	124%[activator]
COc1ccc(C(=O)CCC(=O)N2CCN(c3cc(C)ccc3C)CC2)cc1	1%	59%[activator]	4%	-3%	-17%	-10%	-25%	18%	28%
O=C(CCn1cnc2ccccc2c1=O)Nc1nc2c(s1)CCCC2	-3%	0%	2%	-2%	-10%	-4%	1%	8%[12.7 µM]	-15%
FC(F)(F)c1cnc(Sc2nc3nccc(-c4ccc(Cl)cc4)n3n2)c(Cl)c1	-8%	3%	-8%	-21%	-8%	-3%	13%	?	1%
CSCCNC(=O)c1ccc(OC2CCN(CCc3ccccc3)CC2)cc1	-16%	3%	-6%	0%	-15%	1%	-1%	4%	-10%
O=C(NC(c1ccccc1)c1ccccc1)c1ccc(S(=O)(=O)C(F)F)cc1	-7%	-4%	-2%	9%	-8%	-6%	15%	-2%	16%
Cc1cc2c(cc1C)C(c1cc(Br)ccc1F)CC(=O)N2 (stereo not given)	-6%	1%	2%	3%	-6%	-1%	8%	17%[59 µM]	20%
Cc1ccc(S(=O)(=O)NC2CC(C)(C)NC(C)(C)C2)c(C)c1C	-16%	20%	-6%	12%	-5%	-5%	5%	23%[0.501 µM]	125%[activator]
O=C(Nc1ccc(Cl)cc1)C1CCCN(S(=O)(=O)c2ccc3[nH]c(=O)ccc3c2)C1 (stereo not given)	-4%	·	7%	4%	-17%	1%	0%	8%[59 µM]	18%
COc1ccc(C2C(C#N)=C(N)N(c3ccccc3C#N)C3=C2C(=O)CCC3)cc1CN1CCCC1 (stereo not given)	-28%	-12%	-13%	-10%	-16%	-2%	6%	-8%	20%
CCOC(=O)N1CCC(N(CCOC)C(=O)Nc2ccc(Cl)cc2)CC1	-17%	0%	-3%	-3%	-13%	-2%	1%	-9%[59 µM]	35%[activator]
O=C(NCc1ccc(Cl)cc1)C1CCCN(c2ncnc3onc(-c4ccc(F)cc4)c23)C1 (stereo not given)	-10%	·	0%	7%[57.1 µM]	-25%	-1%	2%	-2%[59 µM]	20%
C#CCOCCOCCOCCNc1nc(N2CCN(C(=O)[C@H](CCCCN)n3cc(CN)nn3)CC2)nc(N2CCN(C(=O)[C@H](CCCCN)n3cc(CN)nn3)CC2)n1	79µM*	7%	5%	·	-12%	·	·	·	-11%

Complete entries as entered above. Order of screens: JMJD2A Tudor inh	APEX1 inh	Pol kappa inh	BAZ2B block	POLH inh	BLM inh	POLB inh	G9a block	POLI inh
CCNC(=O)c1c(NC(=O)Cc2coc3ccc(CC)cc23)sc2c1CCCC2 is listed as -19%	·	-16%	-14%	-18%	0%	2%	1%[59 µM]	4%
CCOC(=O)c1cc(NC(=O)Nc2ccccc2OC)c(C)nc1C is listed as -2%	-1%	6%	-21%	-15%	-7%	?	2%[59 µM]	-11%
Cc1ccc2c(=O)cc(C(=O)Nc3sc4c(c3C(=O)NCc3ccccc3)CCCC4)oc2c1C is listed as -21%	·	18%	-10%	3%	1%	25%	-3%[59 µM]	-2%
COc1ccc(C(=O)CCC(=O)N2CCN(c3cc(C)ccc3C)CC2)cc1 is listed as 1%	59%[activator]	4%	-3%	-17%	-10%	-25%	18%	28%

Screens (PubChem BioAssay)

Only part of the results is shown (hit frequency here may not be typical).
